# PME-1 inh: blocks human protein phosphatase methylesterase 1. Q9Y570. recombinant PME-1, FP-Rh probe fluorescence polarization. inhibition, % at 5.9 µM. 0.53% of 320,000 active. AID 2130;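 active = inhibition above the campaign mean of all compounds plus 3 SD, cut at about 26% in these data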;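 also: competitive labeling of PME-1 active site by serine hydrolase directed probe; 0% = PME-1 with DMSO and 100% = wells lacking PME-1 enzyme; inhibitors block probe labeling so polarization falls and inhibition rises; many of its hits are not listed in these tables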
# PAFAH1B3 inh: PAFAH1B3 (human) inhibition; Q15102; recombinant PAFAH1B3, FP-rhodamine probe, fluorescence polarization; inhibition, % at 3.39 µM; 0.28% of 340,000 active;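 active = inhibition above the screen-wide average of all tested compounds plus 3 SD, cut at about 25% in these data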;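 also: 0% = enzyme with DMSO only and 100% = wells lacking PAFAH1B3 protein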
# Target sequence (Q15102 whole entry, looked up): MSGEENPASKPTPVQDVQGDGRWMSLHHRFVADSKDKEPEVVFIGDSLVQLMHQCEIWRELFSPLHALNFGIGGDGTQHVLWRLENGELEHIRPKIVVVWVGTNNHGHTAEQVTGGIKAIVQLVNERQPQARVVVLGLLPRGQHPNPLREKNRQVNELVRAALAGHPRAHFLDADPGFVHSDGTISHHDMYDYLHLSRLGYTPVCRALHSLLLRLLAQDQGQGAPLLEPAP
# LYPLA2 counter: LYPLA2 (human) inhibition in PME1 counter-screen. 0.38% of 320,000 active. inhibition, % at 5.9 µM. recombinant LYPLA2, FP-Rh probe fluorescence polarization;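 active = inhibition above the screen-wide mean plus 3 SD, limit set per campaign, cut at about 26% in these data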;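 also: 0% = LYPLA2 with DMSO and 100% = wells lacking LYPLA2 enzyme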
# LYPLA1 counter: blocks human lysophospholipase 1, a PME1 counter-screen; recombinant LYPLA1, FP-Rh probe fluorescence polarization; inhibition, % at 5.9 µM; 0.16% of 320,000 active;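 active = inhibition above the mean of all tested compounds plus 3 SD, set per campaign, cut at about 14% in these data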;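 also: inhibitors block serine hydrolase probe labeling of LYPLA1 so polarization falls; 0% = enzyme with DMSO and 100% = wells lacking LYPLA1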
# pPAFAH FP inh: pPAFAH (human) enzyme inhibition | 1.5% of 330,000 active | inhibition, % at 3.39 µM | AID 463082 | recombinant pPAFAH, FP-rhodamine probe fluorescence polarization | Q13093;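 active = inhibition above the mean inhibition across the screen plus 3 SD, cut at about 25% in these data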;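 also: inhibitors block binding of the rhodamine activity-based probe so polarization drops; 0% = enzyme with DMSO and 100% = wells lacking pPAFAH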
# PAD4 inh: blocks human protein arginine deiminase 4; Q9UM07; recombinant PAD4, RCA probe fluorescence polarization; inhibition, % at 6.36 µM; 0.41% of 330,000 active;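 active = percent inhibition above a cutoff equal to the mean of all tested compounds plus 3 SD, cut at about 15% in these data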;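 also: 0% = PAD4 with RCA probe and DMSO and 100% = probe without PAD4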
# Target sequence (Q9UM07 whole entry, looked up): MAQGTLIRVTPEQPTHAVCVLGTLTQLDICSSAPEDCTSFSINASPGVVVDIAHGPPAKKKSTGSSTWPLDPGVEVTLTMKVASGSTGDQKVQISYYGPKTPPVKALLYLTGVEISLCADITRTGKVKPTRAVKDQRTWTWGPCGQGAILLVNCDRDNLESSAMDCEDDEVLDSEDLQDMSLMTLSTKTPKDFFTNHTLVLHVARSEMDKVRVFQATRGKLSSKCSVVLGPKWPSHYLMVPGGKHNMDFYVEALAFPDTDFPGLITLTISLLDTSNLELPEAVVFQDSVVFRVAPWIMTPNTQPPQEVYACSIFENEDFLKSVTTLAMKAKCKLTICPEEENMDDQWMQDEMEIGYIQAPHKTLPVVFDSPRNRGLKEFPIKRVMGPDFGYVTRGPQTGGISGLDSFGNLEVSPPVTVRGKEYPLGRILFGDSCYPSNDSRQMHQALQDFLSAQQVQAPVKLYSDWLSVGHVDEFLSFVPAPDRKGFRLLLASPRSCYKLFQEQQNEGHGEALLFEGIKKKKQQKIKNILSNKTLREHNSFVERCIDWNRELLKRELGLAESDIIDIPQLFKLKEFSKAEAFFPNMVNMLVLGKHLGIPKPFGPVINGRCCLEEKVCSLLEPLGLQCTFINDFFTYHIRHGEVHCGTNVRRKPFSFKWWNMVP
# PAFAH1B2 FP inh: inhibitors of human PAFAH1B2 | P68402 | recombinant PAFAH1B2, FP-rhodamine activity probe, fluorescence polarization | inhibition, % at 3.39 µM | 1.2% of 340,000 active;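 active = inhibition above the mean of all tested compounds plus 3 SD, cut at about 24% in these data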;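 also: 0% = enzyme with DMSO and 100% = wells lacking PAFAH1B2; many of its hits are not listed in these tables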
# GSTO1 counter: blocks human GSTO1 in RBBP9 counter-screen. P78417. recombinant GSTO1, activity-based probe fluorescence polarization. inhibition, % at 5.96 µM. 1.1% of 300,000 active. AID 1974;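 active = inhibition above the campaign mean inhibition plus 3 SD, cut at about 35% in these data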;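 also: 0% = GSTO1-1 with DMSO and 100% = wells lacking GSTO1-1 enzyme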
# PREPL inhibitor: inhibits the human prolyl oligopeptidase-like enzyme. inhibition, % at 5.96 µM. Q4J6C6. recombinant PREPL, fluorescence polarization activity-based probe. 0.68% of 320,000 active. AID 2751; in the data active = inhibition above about 43%;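 also: 0% = enzyme with DMSO and 100% = wells lacking enzyme; many of its hits are not listed in these tables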
# Numbers without * were called inactive; . = no result given.
SMILES,PME-1 inh,PAFAH1B3 inh,LYPLA2 counter,LYPLA1 counter,pPAFAH FP inh,PAD4 inh,PAFAH1B2 FP inh,GSTO1 counter,PREPL inhibitor
CC(C)C(NC(=O)CNC(=O)OC(C)(C)C)C(=O)NCc1ccc(Cl)cc1 (configuration not stated),-1,1,-5,-4,1,-10,6,7,0
COc1ccccc1NC1=NC2(CCCC2)N=C(N)N1,0,0,-3,8,1,1,0,2,7
CCc1cccc(N=c2c([N+](=O)[O-])nn(-c3ccc4c(c3)OCCO4)n2O)c1,8,4,11,0,12,-3,3,8,9
O=C(c1ccoc1)N1CCC2(CC1)Oc1ccc(Cl)cc1C(=O)C21CC(c2ccccc2)=NO1 (configuration not stated),-6,-7,3,-1,3,0,-5,4,-1
O=C(CSc1nc2ccccc2o1)N/N=C/c1ccc(C(=O)O)cc1,-1,1,2,-1,-3,-1,-2,12,-2
Cn1c(=O)n(C)c2cc(NS(C)(=O)=O)ccc21,3,7,3,3,-1,1,-3,8,1
CCN(CC(=O)NCc1cccs1)S(=O)(=O)c1ccccc1Cl,8,0,12,0,1,2,-3,2,-9
CC(C(=O)N1CCCC1)N1CCN(S(=O)(=O)c2ccccc2)CC1 (configuration not stated),.,7,.,.,1,0,5,.,10
COc1ccc(-c2cc(N)n(S(=O)(=O)c3ccc(F)cc3)n2)cc1OC,0,-2,0,2,-8,-2,17,-5,-7
CCOC(=O)NC(c1ccccc1)C1CCCCC1=O (configuration not stated),3,9,7,5,2,-2,-1,2,5
C/C=C(\C)C(=O)Nc1cccc(C2=NOC3(C2)C[C@H](C(N)=O)N(C(=O)CC#N)C3)c1 (some centres not stated),-1,10,-1,1,2,3,-6,3,3
O=C(NC(=S)NCc1cccnc1)c1ccccc1F,-3,-2,0,-1,0,0,6,4,6
Cc1cccc(NC(=O)N2CCCC2C(=O)NCc2cccs2)c1 (configuration not stated),-8,6,4,1,-5,1,-2,-6,12
O=c1ccn(-c2cccc(C(F)(F)F)c2)nc1-c1ccn(-c2cccc(Cl)c2)n1,9,-6,4,-6,6,-3,3,-10,14
CCN(CC)C(=O)C[n+]1ccc(C(N)=O)cc1,0,5,-4,-1,4,3,2,0,4
CC(C)(C)c1ccc(/C=C/C(=O)N2CCN(c3ncccn3)CC2)cc1,3,12,0,-4,32*,-2,6,1,-1
CC(=O)O[C@H]1C[C@@H]2CC[C@@H]3[C@H](CC[C@@]4(C)[C@H]3C[C@H]([N+]3(C)CCCCC3)[C@@H]4OC(C)=O)[C@@]2(C)C[C@@H]1N1CCCCC1,0,.,-2,-1,1,1,.,4,29
O=C(COC(=O)c1ccc[n+]([O-])c1)Nc1ccc([N+](=O)[O-])cc1C(F)(F)F,.,1,.,.,1,0,7,.,2
O=C(COc1ccccc1)N1CCN(C(=O)c2ccco2)CC1,-1,-8,-5,0,-2,1,4,0,21
CCOCC(=O)N1CCN(c2ccc([N+](=O)[O-])cc2)CC1,1,-2,9,-6,-7,-6,-7,7,16
CN(C)CCCn1c(SCC(=O)Nc2sc3c(c2C#N)CCCC3)nnc1-c1ccncc1,-8,-6,0,-1,2,1,4,2,37
Cn1c(SCC(=O)Nc2cccc(F)c2)nnc1-c1cccnc1,-2,-6,-6,1,-4,2,4,12,15
O=C(CSc1nnc(-c2ccccc2Br)o1)Nc1cccc2ccccc12,8,0,6,-3,3,1,-1,11,-2
Cc1ccc(-n2ncc3c2CC(C)(C)CC3NC(=O)CCc2cnn(C)c2)cc1 (configuration not stated),0,7,6,1,8,-4,3,-2,-2
O=C(CSc1nc2ccccc2c(=O)n1CCCN1CCOCC1)Nc1ccccc1OC(F)F,.,6,.,.,4,2,-1,.,1
# The list continues:
SMILES,PME-1 inh,PAFAH1B3 inh,LYPLA2 counter,LYPLA1 counter,pPAFAH FP inh,PAD4 inh,PAFAH1B2 FP inh,GSTO1 counter,PREPL inhibitor
COc1ccc(C(=O)Nc2ccc(Cc3ccncc3)cc2)cc1Br,1,-3,7,-2,-1,0,-2,-20,-3
Cc1ccccc1C(=O)N/N=C1/SCC(=O)N1Cc1ccc2c(c1)OCO2,5,0,-5,-1,3,-3,4,-6,-6
COc1ccccc1NC(=O)NCc1ccccc1F,3,12,-3,-1,-1,-4,2,6,4
COc1cc2c(cc1OC)C(COc1ccccc1OC)N(C(=O)C(C)C)CC2 (configuration not stated),-4,-2,2,-1,2,2,-1,12,5
CCC(CC)C(=O)N(CCc1ccc(OC)cc1)Cc1nc2ccccc2c(=O)[nH]1,1,9,-5,0,2,6,5,0,0
Cc1ccc(C2=CSC3=NS(=O)(=O)CCN23)cc1,0,9,2,0,4,-4,-1,11,-3
CC(=O)NC12CC3CC(C1)CC(C(=O)N1CCN(C(=O)c4ccco4)CC1)(C3)C2,3,6,7,5,2,2,-1,.,5
O=C(NCc1ccco1)C12CN(Cc3ccccc3)CC1C(c1ccc([N+](=O)[O-])cc1)=NO2 (configuration not stated),1,5,-5,-2,8,-5,7,-2,6
CCCCOc1cccc(C(=O)Nc2ccc(NC(=O)c3cccs3)cc2)c1,3,-5,-1,-4,6,-1,1,-2,4
CC(=O)Nc1ccc(SCC(=O)O)cc1,-2,3,2,1,-2,-6,5,-4,7
COc1cccc(-c2cc(C(F)(F)F)nc(-n3cc(C)cn3)n2)c1,1,-2,2,-6,10,-2,-2,-4,-3
CC(=O)c1ccc(C(=O)Nc2sc3c(c2C(N)=O)CCN(Cc2ccccc2)C3)cc1,-6,1,0,-1,4,-1,4,0,10
Cc1ccccc1-c1cc(-c2ccccc2O)on1,-6,-2,-5,-6,7,-2,0,2,-8
C#CCONC(=O)c1cc(OCC(F)(F)F)ccc1OCC(F)(F)F,-8,5,0,-4,1,0,5,-4,-5
Cn1c(=O)cc(SCC(=O)NCCC2=CCCCC2)c2ccccc21,-10,5,-3,1,-1,1,-1,-2,8
CC(C)NOC(=O)c1ccc(Cl)cc1,-3,2,6,-1,-4,6,3,9,11
CCS(=O)(=O)n1nc(-c2ccc(OC)cc2)nc1SC,4,5,2,4,4,-1,5,2,0
COc1cc(/C=C(\CCC(=O)O)c2nc3ccccc3s2)ccc1OCC(=O)Nc1c(Cl)cccc1Cl,.,6,.,.,5,1,67*,.,-9
COc1cc(C(=O)Nc2nnc(CC(=O)N3CCOCC3)s2)cc(OC)c1OC,1,-4,8,2,1,1,1,-8,0
CN1CCN(C(=O)c2ccccc2NC(=O)Cc2ccccc2)CC1,-3,5,2,2,-6,-6,-6,-5,5
OCCCCNCc1cc(Br)ccc1OCc1ccccc1,3,-4,-3,-3,-1,-1,5,0,-42
CCN(CC(=O)NCc1ccc(F)cc1)C(=O)c1cccnc1SC,4,1,0,-1,2,-6,1,-3,0
Cc1c(/C=N\NC(=O)c2ccc(F)cc2)cnn1C,3,3,-8,-4,6,4,3,0,-1
COc1ccc(C2C3=C(CC(c4ccco4)CC3=O)Nc3ccccc3N2C(C)=O)cc1 (configuration not stated),-2,0,-1,0,2,3,5,5,0
CCOCCCNC(=O)COC(=O)/C=C/c1ccc(S(=O)(=O)N2CCc3ccccc32)cc1,0,11,3,0,1,0,3,8,-1
# Next part:
SMILES,PME-1 inh,PAFAH1B3 inh,LYPLA2 counter,LYPLA1 counter,pPAFAH FP inh,PAD4 inh,PAFAH1B2 FP inh,GSTO1 counter,PREPL inhibitor
CC(C)C(=O)NC(c1ccc(N(C)C)cc1)c1c(O)ccc2ccccc12 (configuration not stated),12,-1,6,4,21,3,5,4,8
CCCC(C)C(=O)N(Cc1ccccc1)c1ccccn1 (configuration not stated),-5,6,-2,0,1,-4,9,5,17
CC(C)CN(C(=O)COC(=O)c1cc2c(s1)CCC2)C1CCS(=O)(=O)C1 (configuration not stated),-7,10,3,-3,13,4,2,5,11
Cc1ccccc1-c1nsc(SCC(=O)c2ccc(Cl)cc2)n1,-3,8,3,6,1,1,1,-3,22
Cc1ccc(NC(=O)CN(C)CC(=O)Nc2ccccc2C(=O)Nc2ccccc2)cc1,14,7,-8,-5,-4,2,2,5,-1
CC1(c2ccccc2)NC(=O)N(NC(=O)COC(=O)c2cc(Br)ccc2O)C1=O (configuration not stated),1,1,3,-3,2,5,5,0,-1
O=C(NCCCn1ccnc1)Nc1ccc(Cl)cc1,-1,6,-1,-1,-1,-4,0,2,12
O=C(CSc1n[nH]c(=O)[nH]c1=O)N/N=C/c1ccccc1O,2,8,4,-5,0,0,-1,23,2
O=C(N/N=C/c1ccccc1Br)C1CC1,2,8,6,4,2,2,3,1,-16
Cc1cc(C)c2nc(N3CCC(C(=O)NCCN4CCOCC4)CC3)sc2c1,0,2,-3,2,-1,7,2,2,19
O=C(COc1ccc(-c2ccccc2)cc1)NNC(=O)Nc1ccc(F)cc1F,-18,-16,-15,-6,-3,-8,-4,-4,2
OCCC1CN(Cc2cccc(-c3ccco3)c2)CCN1Cc1ccsc1 (configuration not stated),0,0,-7,-1,5,0,-1,2,15
CC(C)(C)N1C(=O)c2ccc(C(=O)O)cc2C1=O,0,9,3,0,-4,1,1,2,18
N#Cc1c(C(F)(F)F)cc(=O)[nH]c1SCC(=O)O,-3,0,6,2,3,-2,5,-20,-8
Cc1ccc(OCCOC(=O)Nc2ccccc2)cc1,1,9,-2,-1,-7,0,4,4,-4
COc1cccc(C(=O)C2CCCN(C(=O)CCc3scnc3C)C2)c1 (configuration not stated),4,6,1,0,6,-6,2,-7,4
Cc1ccc(S(=O)(=O)NNC(=O)c2snnc2C)cc1,-3,4,2,1,-2,-9,4,7,10
COc1ccc(NC(=O)C2CC(=O)N(c3ccccc3C)C2)c(OC)c1 (configuration not stated),-1,0,-4,-5,4,-1,1,5,11
COc1ccc(OC)c(/C=N/NC(=O)c2ccc(Cn3cc([N+](=O)[O-])cn3)o2)c1,-4,2,-1,-1,7,0,5,2,18
CCOC(=O)C1CCN(CC(=O)N2C(C)CCCC2C)CC1 (configuration not stated),4,-7,1,2,-4,-2,4,5,2
CCOC(=O)C1=C(Cc2ccc(F)cc2)C(=O)c2ccccc2C1=O,4,6,4,-2,9,-37,4,38*,6
CCOC(=O)NC(N(O)c1cccc(Cl)c1)C(Cl)(Cl)Cl (configuration not stated),-5,.,-3,-1,1,-1,.,5,-6
CC(C)COC(=O)Nc1nnc(SCc2ccccc2F)s1,4,3,3,2,5,1,3,-14,5
CCN1CCN(C(=O)c2cc3c(=O)n(C)c4ccccc4c3n2C)CC1,-2,6,4,2,4,-3,2,4,11
O=C(COC(=O)c1ccco1)Nc1ccc2[nH]c(=O)[nH]c2c1,3,6,5,1,-1,4,-4,.,25
# Other structures
SMILES,PME-1 inh,PAFAH1B3 inh,LYPLA2 counter,LYPLA1 counter,pPAFAH FP inh,PAD4 inh,PAFAH1B2 FP inh,GSTO1 counter,PREPL inhibitor
CCc1ccc(NC(=O)c2sc3nc4n(c(=O)c3c2C)CCC4)cc1,1,-1,2,-3,0,4,4,3,7
CCN(c1ccc(OC)cc1)S(=O)(=O)N1CCCC(C(=O)NCc2ccccc2Br)C1 (configuration not stated),-2,-2,-10,-4,5,3,9,-4,6
CCN(CC)C(=O)c1ccc(C(=O)Nc2ccc(F)cc2)cc1,2,15,2,-1,7,-2,4,6,1
Cc1ccc2nc(SCC(=O)c3ccc(Cl)cc3)nc(=O)n2c1,3,5,-1,-1,1,-6,2,8,14
CCc1ccc(OCC(=O)NCc2ccco2)c(Br)c1,2,8,1,-1,2,-3,-3,-4,0
Cc1ccc(C)c(N2CCN(S(=O)(=O)c3c(C)noc3C)CC2)c1,-24,8,-1,-4,5,3,6,3,2

# Assay outcomes deposited in PubChem BioAssay by The Scripps Research Institute Molecular Screening Center.

# Some of the compounds tested; count on the stated rates, not on these rows.
